HKDC1 inhibitor = HKDC1 hexokinase inhibitors, primary screen, biochemical, fluorescence, uHTS; AID 493160, 2011; inhibition, % at 20 µM; recombinant HKDC1, G6PDH/diaphorase resazurin coupled fluorescence; Q2TB90; 340,000 compounds, 0.16% hits;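 active = inhibition above about 35% when tested at 20 µM, limit read from the data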;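 note: plate controls were DMSO wells with enzyme for no effect and DMSO wells lacking enzyme for full effect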
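Assay system: recombinant HKDC1 hexokinase; detection: coupled resazurin fluorescence, excitation 525 nm, emission 613 nm; benchmarks: DMSO-plus-enzyme-mix negative control, buffer-substituted positive control; compound dosing: single 20 µM dose; schedule: 90 min at room temperature in dark; also added: glucose plus 1 mM ATP as hexokinase substrates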
SENP1 inh = human SENP1 catalytic domain inhibitors, primary screen, biochemical, FRET, uHTS. Sentrin-specific protease 1 (Homo sapiens), Q9P0U3. recombinant SENP1 catalytic domain, CyPet-SUMO1-YPet FRET cleavage. inhibition, % at 10 µM. 360,000 compounds, 0.21% hits. AID 624204, 2012;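 active = inhibition at least 30% at 10 µM, raw YFP signal under a set limit, fluorescence ratio 0.5 to 1.5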;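 note: 0% = enzyme with DMSO and 100% = no enzyme wells; some results filed as inactive read as strong as hits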
Target sequence (Q9P0U3 419-644 limits assumed): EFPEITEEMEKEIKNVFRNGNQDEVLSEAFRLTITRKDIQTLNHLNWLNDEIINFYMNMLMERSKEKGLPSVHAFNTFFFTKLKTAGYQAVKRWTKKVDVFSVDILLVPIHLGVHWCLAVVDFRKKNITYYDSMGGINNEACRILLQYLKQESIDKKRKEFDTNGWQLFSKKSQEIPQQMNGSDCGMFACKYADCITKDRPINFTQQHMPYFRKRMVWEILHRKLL
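material = recombinant human SENP1 catalytic domain, His6-tagged | quantity = 20 pM enzyme | reagent = 25 nM SUMO1 FRET substrate | compound dosing = 10 µM single point, 0.5% DMSO | timing = 50 min enzyme reaction, room temperature, light-protected | detection = FRET, CFP and YFP emission | control set = no-enzyme low, enzyme-DMSO high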
SENP8 block-1 = human SENP8 protease inhibitors, primary screen, biochemical, fluorescence, Nedd8 protein substrate, uHTS | Sentrin-specific protease 8 (Homo sapiens), Q96LD8 | recombinant SENP8 | inhibition, % at 20 µM | 360,000 compounds, 0.64% hits | AID 602440, 2012; in the data active = inhibition mostly above about 40%, no sharp cut-off; inactive = mostly below about 27%
SENP6 block = SENP6 protease inhibitors, primary screen, biochemical, luminescence, uHTS; Sentrin-specific protease 6 (Homo sapiens), Q9GZR1; Recombinant SENP6 catalytic domain, aminoluciferin luminescence; inhibition, % at 10 µM; 330,000 compounds, 1.8% hits;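 active = inhibition above about 50% at the single tested dose, limit read from the data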;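 note: plate controls were DMSO wells with enzyme for no effect and DMSO wells lacking enzyme for full effect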
Target sequence (Q9GZR1 628-1112 limits assumed): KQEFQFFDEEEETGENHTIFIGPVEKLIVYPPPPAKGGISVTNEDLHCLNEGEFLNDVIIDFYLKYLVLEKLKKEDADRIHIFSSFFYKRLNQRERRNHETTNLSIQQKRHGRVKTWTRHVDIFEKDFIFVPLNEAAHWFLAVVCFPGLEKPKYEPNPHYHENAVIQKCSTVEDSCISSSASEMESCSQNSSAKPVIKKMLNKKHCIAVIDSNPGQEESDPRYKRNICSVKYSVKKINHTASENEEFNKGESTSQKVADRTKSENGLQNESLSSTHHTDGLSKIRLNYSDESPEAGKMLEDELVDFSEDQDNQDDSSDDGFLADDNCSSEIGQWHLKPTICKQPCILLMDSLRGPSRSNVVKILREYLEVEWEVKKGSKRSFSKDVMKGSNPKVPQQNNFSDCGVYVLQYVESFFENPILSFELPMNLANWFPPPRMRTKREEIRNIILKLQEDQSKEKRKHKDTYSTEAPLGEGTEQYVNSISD
SENP7 inh = SENP7 protease inhibitors, primary screen, biochemical, luminescence, uHTS. recombinant SENP7, Z-RLRGG-aminoluciferin luminescence, 40 min. inhibition, % at 5 µM. 330,000 compounds, 1.5% hits;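 active = inhibition above about 50% at the single test dose, limit read from the data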;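 note: plate controls were DMSO with enzyme for no effect and no enzyme buffer wells for full effect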
Target sequence (Q9BQF6 706-1050 limits assumed): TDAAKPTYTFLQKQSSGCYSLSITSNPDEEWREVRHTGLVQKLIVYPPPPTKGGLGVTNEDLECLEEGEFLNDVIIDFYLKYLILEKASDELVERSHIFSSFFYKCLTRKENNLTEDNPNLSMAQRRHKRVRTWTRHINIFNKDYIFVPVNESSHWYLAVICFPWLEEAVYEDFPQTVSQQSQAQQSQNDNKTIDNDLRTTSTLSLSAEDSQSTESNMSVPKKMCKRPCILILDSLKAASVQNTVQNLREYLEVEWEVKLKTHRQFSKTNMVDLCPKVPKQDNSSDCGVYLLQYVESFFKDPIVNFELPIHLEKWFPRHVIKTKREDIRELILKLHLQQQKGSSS
Apaf1 inhib = inhibitors of human Apaf-1 apoptosome, primary screen, biochemical, DEVD-Rh110 fluorescence, uHTS; Apoptotic protease-activating factor 1 (Homo sapiens), O14727; 330,000 compounds, 0.71% hits; inhibition, % at 20 µM; reconstituted apoptosome caspase-3 activity; active = inhibition of at least 40% at 20 µM;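 note: plate controls were DMSO wells for no effect and DEVD-CHO caspase inhibitor wells for full effect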
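System – cell-free apoptosome with Apaf-1, procaspase-3 and caspase-9 · Buffer or medium – pH 7.5 Hepes buffer with CHAPS, BSA, DTT · Also added – cytochrome c with DEVD-Rh110 · Times – 30 min compound preincubation, 50 min activation, room temperature · Technique – Rh110 fluorescence intensity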
PfG6PD inh = PfG6PD enzyme inhibitors, primary screen, biochemical, fluorescence intensity, uHTS. glucose-6-phosphate dehydrogenase-6-phosphogluconolactonase (Plasmodium falciparum 3D7). PfGluPho enzyme, NADPH resazurin-diaphorase fluorescence. inhibition, % at 20 µM. 350,000 compounds, 0.78% hits;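 active = inhibition reaching at least a set limit at 20 µM in the primary screen, cut at about 59% in these data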;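 note: 0% = DMSO wells with substrate and 100% = DMSO wells lacking glucose-6-phosphate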
SENP8 block-2 = SENP8 protease inhibitors, primary screen, biochemical, luminescence. Sentrin-specific protease 8 (Homo sapiens), Q96LD8. purified SENP8, Z-RLRGG-aminoluciferin cleavage. inhibition, % at 10 µM. 330,000 compounds, 1.2% hits. AID 2540, 2010; in the data active = inhibition above about 50%
* hit, by the source's call; i = inactive; x = not tested or not shown.

Every second line gives: HKDC1 inhibitor	SENP1 inh	SENP8 block-1	SENP6 block	SENP7 inh	Apaf1 inhib	PfG6PD inh	SENP8 block-2
- Cc1ccc(C)c(N2CCN(CCCNC(=O)Cn3cccc3C(=O)c3ccccc3)CC2)c1
    -1	1	12	-19	-1	12	3	-3
- COc1ccc(CC(=O)Nc2ccc3nc(C)sc3c2)cc1OC
    -4	0	13	-3	0	3	-14	-3
- Cc1nc2ccc(NC(=O)c3cccc(C(F)(F)F)c3)cc2o1
    1	1	12	-3	-10	18	8	7
- COc1ccc(CC(=O)Nc2c3c(nn2-c2ccccc2C)CS(=O)C3)cc1 (stereo not drawn)
    -9	0	15	-2	-4	-21	5	1
- Cc1c(NC(=O)CN2CCN(C(=O)c3ccco3)CC2)c(=O)n(-c2ccccc2)n1C
    -3	8	4	14	1	-17	3	8
- CCOc1cccc(N2CCN(CCNC(=O)Nc3ccc(C)cc3)CC2)c1C
    0	10	13	5	-2	4	9	-2
- Cc1cc(/C=N\NC(=O)COc2cccc3cccnc23)c(C)n1-c1ccccc1
    4	-5	-14	-9	0	0	22	-4
- CCCCOc1ccc(OCCCN2CCOCC2)cc1
    0	0	-1	4	-1	2	-14	8
- Cn1nccc1NC(=O)CC(CC(=O)O)c1ccccc1 (stereo not drawn)
    3	0	23	3	10	-19	9	-5
- Cc1cc(C)cc(NC(=O)c2c(C)nc3ccccn23)c1
    -8	1	5	-2	5	6	-6	-1
- C[C@@]12C(=O)N(CC3CC3)CC(=O)N1[C@H](/C=C/c1ccccc1)[C@@H]1C(=O)N(c3ccccc3)C(=O)[C@@H]12
    -1	-3	0	-5	-1	6	13	8
- CCOc1ccc(-n2cc(C(=O)NC(C)C)c3cc(OC)c(OC)cc3c2=O)cc1
    0	2	-6	3	3	4	5	4
- O=c1oc2c(CN3CCN(CCO)CC3)c(O)ccc2cc1-c1ccccn1
    4	-35	-459	-21	-1	-3	-6	1
- Cc1csc(NC(=O)CCn2c(=O)oc3ccccc32)n1
    2	-1	17	-8	7	-3	2	-2
- Cc1ccccc1C(=O)Nc1ccnn1C1CCN(Cc2cccnc2)CC1
    -3	2	7	6	-1	6	-6	-3
- CCCC(=O)N1c2ccccc2NC2=C(C(=O)CCC2)C1c1ccc(F)cc1 (stereo not drawn)
    -6	1	-24	6	8	-4	-10	3
- COc1ccc2nc3ccccc3nc2c1NC(=O)c1ccc(Br)cc1
    -1	92*	24	-4	4	-1	-22	2
- O=C(Nc1ccccc1O)c1cc(S(=O)(=O)N2CCOCC2)ccc1Cl
    0	4	12	-12	-6	-7	-9	-3
- CN(C)S(=O)(=O)N1CCCN(S(=O)(=O)N(C)C)CC1
    -6	3	25	-3	-4	-313	-1	-3
- CCC(=O)c1ccc(OCC(O)Cn2nnc3ccccc32)cc1 (stereo not drawn)
    -7	2	10	-11	-6	-9	-5	3

Overlap with the part before: three entries; new compounds follow.
Every second line gives: HKDC1 inhibitor	SENP1 inh	SENP8 block-1	SENP6 block	SENP7 inh	Apaf1 inhib	PfG6PD inh	SENP8 block-2
- O=C(Nc1ccccc1O)c1cc(S(=O)(=O)N2CCOCC2)ccc1Cl
    0	4	12	-12	-6	-7	-9	-3
- CN(C)S(=O)(=O)N1CCCN(S(=O)(=O)N(C)C)CC1
    -6	3	25	-3	-4	-313	-1	-3
- CCC(=O)c1ccc(OCC(O)Cn2nnc3ccccc32)cc1 (stereo not drawn)
    -7	2	10	-11	-6	-9	-5	3
- COCCNC(=O)CN(C(=O)Cn1nnc2ccccc21)c1ccc(C)cc1
    -4	0	17	-24	-3	-10	-8	-9
- Cc1ccc(NC(=O)c2cc(=O)c3ccccc3o2)c(C)c1
    -8	-1	28	-14	-7	7	-2	-7
- COc1cc(CO)cc(Br)c1OCc1cccnc1
    -4	-2	9	1	1	-2	-6	-9
- Cc1c(C)n(C(=O)CSc2nc3ccccc3[nH]2)c2ccccc12
    3	-4	9	-27	1	-1	1	-4
- Cc1nnc(SCC2=C(C(=O)O)N3C(=O)C(NC(=O)COc4ccccc4)C3SC2)s1 (stereo not drawn)
    -1	-1	1	-10	4	-5	21	-1
- C=CCNC(=O)C1CC2Cn3c(nc4cc(Cl)c(Cl)cc43)C2N1C (stereo not drawn)
    -2	0	7	-7	-2	-4	13	-2
- Cc1ccc(-c2cc(C(=O)Nc3cc(C)ccc3C)[nH]n2)c(O)c1
    0	0	2	-4	8	-4	-6	-23
- N#CSCC(=O)c1cccc2ccccc12
    0	2	6	x	x	x	20	x
- Cc1c(NC(=S)NC(=O)Cc2ccccc2)cccc1C(=O)O
    3	3	31	-15	-7	-4	-19	-11
- Cc1noc(C)c1CNCc1ccccc1
    -9	1	24	16	-1	4	-6	-9
- Cc1ccc(Cn2c(=S)[nH]c3ccccc3c2=O)cc1
    0	3	17	-10	3	0	-7	-4
- O=C(Nc1cc(C(F)(F)F)ccc1N1CCOCC1)c1ccccc1F
    -7	-1	16	-6	6	14	-12	1
- COc1ccccc1CNC(=O)CN(C)Cc1ccc(SC)cc1
    -5	-1	2	-3	5	15	0	0
- CCN(CC)C(=O)Cn1cc(S(=O)(=O)CC(=O)Nc2ccc(C(N)=O)cc2)c2ccccc21
    -3	4	-2	10	7	5	8	6
- CCN(CC)CCCN1C(=O)CSC1c1ccc2c(c1)OCO2 (stereo not drawn)
    -3	2	15	-21	14	2	-3	-9
- CC(=O)C1=C(O)C(=O)N(c2cccc(Br)c2)C1c1ccc(Br)cc1 (stereo not drawn)
    1	0	-89	16	-2	2	-26	-7
- CSc1nnc(-c2cc3ccccc3cc2O)n1C
    2	-11	i	18	3	0	26	-6
- COc1cc(C(=O)OCC(=O)NCCC2=CCCCC2)cc(OC)c1OC
    2	2	-1	-3	-7	-5	-1	4
- O=C(CCNS(=O)(=O)c1c(Cl)cccc1Cl)N1CCCC1
    -4	1	-2	-2	-12	-4	16	-24
- CCOc1ccc2[nH]cc(C(=O)O)c(=O)c2c1
    -6	1	14	-10	10	-17	-9	-1

Every second line gives: HKDC1 inhibitor	SENP1 inh	SENP8 block-1	SENP6 block	SENP7 inh	Apaf1 inhib	PfG6PD inh	SENP8 block-2
- Cc1cc(Br)cc(Cl)c1OCC(=O)N1CCN(C(=O)c2ccco2)CC1
    -7	0	5	-7	-5	1	6	-1
- O=C(CNC(=O)c1ccc(Br)o1)NNC(=O)c1n[nH]c(=O)c2ccccc12
    -1	3	6	3	-2	-2	-7	0
- CSCC[C@H](NC(=O)[C@H](Cc1ccccc1)n1c(=O)[nH]c2ccccc2c1=O)C(=O)N[C@@H](Cc1ccccc1)C(=O)O
    -4	4	-5	-11	6	12	3	-17
- CCOCCCNC(=O)c1ccc2c(c1)N=C(CC)c1cc(Br)ccc1S2
    -1	0	17	-15	12	-1	0	3
- O=C(CN(C(=O)CCC(=O)Nc1nccs1)c1cccc(F)c1)NCc1ccccc1
    -4	1	3	-6	-3	7	-11	0
- CCOc1ccc(-c2c(=O)n(OCc3nc4ccccc4[nH]3)c3ccccc3[n+]2[O-])cc1
    0	-48	-255	11	1	-1	1	0
- COc1cc(C(=O)OCC(C)=O)ccc1OCc1c(C)noc1C
    3	1	23	x	x	x	8	x
- Cc1cc(=O)oc(C)c1C(=O)N1CCCc2ccccc21
    -7	-10	3	-16	10	-8	2	9
- O=C(O)CCC(=O)c1c[nH]c2ccccc12
    -12	2	12	-16	1	1	-14	-8
- Fc1ccc(CN2CCCCCCC2)c(F)c1
    -7	2	-5	-12	4	-5	-6	-3
- CCOC(=O)C1CCN(c2ncnc3c2cnn3-c2ccccc2)CC1
    0	-2	11	-5	3	-2	5	-1
- CC(/C=N/NC(=O)c1ccccc1C)=C\c1ccccc1
    1	2	15	2	8	-7	-8	3
- CC(=O)NCCC(=O)Nc1nc2ccc(Oc3ccccc3)cc2s1
    -6	-4	4	9	-2	17	-2	5
- O=C(COC(=O)c1ccc(Br)o1)Nc1ncc(Cl)cc1Cl
    -3	-3	-8	5	-5	2	-3	-1
- CCCc1c(C(=O)N/N=C/c2ccc(C)s2)nnn1-c1nonc1N
    -4	-3	-17	-10	7	-4	15	-16
- COC(=O)C1=C(CCc2ccccc2)NC(=O)NC1c1ccc([N+](=O)[O-])cc1 (stereo not drawn)
    -3	0	16	17	3	12	-3	-1
- CC(C)CNC(=O)CSc1nc(-c2cccs2)cc(C(F)(F)F)n1
    2	1	-66	22	-2	10	-6	1
- CC(=O)C1=C(Nc2ccccc2)CC(C)(O)C(C(C)=O)C1c1ccccc1 (stereo not drawn)
    -1	2	22	-10	-6	-17	-17	0
- O=C(Nc1ccc2c(c1)CCCN2C(=O)c1cccs1)c1ccccc1
    -2	2	13	27	23	14	-13	28
- COc1ccc(C(CNC(=O)c2oc3ccccc3c2C)N2CCCC2)cc1 (stereo not drawn)
    -6	-9	-10	2	10	8	7	-7

Every second line gives: HKDC1 inhibitor	SENP1 inh	SENP8 block-1	SENP6 block	SENP7 inh	Apaf1 inhib	PfG6PD inh	SENP8 block-2
- Cc1cccc(Cc2nnc(CCC(=O)NCc3ccncc3C)o2)c1
    -9	0	1	-7	-7	-9	-4	1
- CCC(=O)Nc1cccc(C(=O)/C=C/c2ccc(F)cc2)c1
    11	1	2	-19	-5	-1	13	-2
- O=C(c1ccc(Cl)cc1)C1CCCN(Cc2ccc(Oc3ncccn3)cc2)C1 (stereo not drawn)
    0	2	22	0	11	8	-2	-1
- CCOC(=O)C1CCN(C(=O)Nc2cccc(OC)c2)CC1
    -9	1	-8	-29	-4	-9	2	-7
- CC(C)c1ccc(/C=C(\NC(=O)c2ccccc2)C(=O)NCCN2CCOCC2)cc1
    x	-1	0	-4	-3	5	x	-5
- CC(C)c1ccc(NC(=S)NNC(=O)C2CC2)cc1
    0	4	17	-23	0	-14	7	1
- CCc1cc2c(NC3CCCC3)ncnc2s1
    -1	-20	-42	11	13	-2	10	3
- CCOc1ccc(NC(=O)COC(=O)Cn2cnc3ccccc32)cc1
    -3	6	8	-2	4	-8	-4	8
- Clc1ccc(N2N=C(c3cccs3)CC2c2ccco2)cc1 (stereo not drawn)
    -2	-19	-446	2	6	1	20	-6
- C[C@@H](C[C@@H](O)[C@H](O)C(C)(C)O)[C@@H]1CC[C@]2(C)C3=CC[C@H]4C(C)(C)C(=O)CC[C@]4(C)[C@H]3CC[C@@]12C
    2	1	-83	-5	0	24	8	1
- CCOC(=O)c1ccc(N2C(=O)CC(NC3CCN(C(=O)c4ccc(F)cc4)CC3)C2=O)cc1 (stereo not drawn)
    -2	1	16	-16	-11	-2	-27	-10
- CCN(C(=O)c1ccccc1Cl)c1ccccc1
    -4	3	18	-19	2	7	10	-5
- C=CCSc1nc(=O)n2cccc(C)c2n1
    -3	2	-48	-1	-6	-4	3	-4
- Cc1ccc2nc(SCC(=O)Nc3oc(C)c4c(C)n[nH]c(=O)c34)[nH]c2c1
    6	-7	-11	0	-2	-5	-11	1
- Cc1c(NC(=O)c2ccc(S(=O)(=O)N(C)C)cc2)cccc1-n1cnnn1
    -1	-1	4	-19	7	0	-2	-9
